ALDH1A1 inh: qHTS Assay for Inhibitors of Aldehyde Dehydrogenase 1 (ALDH1A1); Aldehyde dehydrogenase 1A1 (Homo sapiens), P00352; hit rate 7.3% among 220,000; AID 1030, 2008; Potency, µM (highest dose often 75.3 µM), for the others: at the highest dose activity, negative = inhibition, actives largely listed as inhibitors; Purified ALDH1A1, NADH fluorescence, propionaldehyde substrate; active = well fitted inhibition curve with a large enough effect, not every such curve was filed as active; inconclusive = small, poorly fitted or top-dose-only effect, or another doubt; inactive = no such curve, though single readings can be large or run the other way;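 note: plate controls were no enzyme wells and a reference inhibitor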
Target sequence (P00352 whole entry, looked up): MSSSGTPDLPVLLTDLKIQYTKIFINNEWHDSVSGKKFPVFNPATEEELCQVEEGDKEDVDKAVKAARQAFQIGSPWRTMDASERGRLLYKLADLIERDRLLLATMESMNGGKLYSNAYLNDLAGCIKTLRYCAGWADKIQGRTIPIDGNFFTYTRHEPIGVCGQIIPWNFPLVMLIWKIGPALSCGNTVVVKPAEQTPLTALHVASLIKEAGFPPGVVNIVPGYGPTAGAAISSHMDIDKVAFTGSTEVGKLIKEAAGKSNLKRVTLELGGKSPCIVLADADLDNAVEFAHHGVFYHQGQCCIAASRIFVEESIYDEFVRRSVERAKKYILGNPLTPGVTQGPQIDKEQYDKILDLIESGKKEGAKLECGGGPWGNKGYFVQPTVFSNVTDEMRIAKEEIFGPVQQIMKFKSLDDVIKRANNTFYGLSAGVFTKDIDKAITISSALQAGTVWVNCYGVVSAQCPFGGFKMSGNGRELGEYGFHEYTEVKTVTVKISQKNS
TRb-SRC2 inh: qHTS for Inhibitors of the Interaction of Thyroid Hormone Receptor and Steroid Receptor Coregulator 2. TRbeta-SRC2 peptide binding, fluorescence polarization; receptor liganded with 1 µM T3. hit rate 0.065% among 280,000. Thyroid hormone receptor beta (Homo sapiens), P10828. Potency, µM (titrated, usually from 106 µM), for the others: at the highest dose activity change, negative = inhibition, hits mostly inhibitors. AID 1469, 2008;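 note: plate controls were bound peptide for no effect and peptide without receptor for full effect; nearly all actives have a fitted effect of over 50% in size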
Target sequence (P10828 whole entry, looked up): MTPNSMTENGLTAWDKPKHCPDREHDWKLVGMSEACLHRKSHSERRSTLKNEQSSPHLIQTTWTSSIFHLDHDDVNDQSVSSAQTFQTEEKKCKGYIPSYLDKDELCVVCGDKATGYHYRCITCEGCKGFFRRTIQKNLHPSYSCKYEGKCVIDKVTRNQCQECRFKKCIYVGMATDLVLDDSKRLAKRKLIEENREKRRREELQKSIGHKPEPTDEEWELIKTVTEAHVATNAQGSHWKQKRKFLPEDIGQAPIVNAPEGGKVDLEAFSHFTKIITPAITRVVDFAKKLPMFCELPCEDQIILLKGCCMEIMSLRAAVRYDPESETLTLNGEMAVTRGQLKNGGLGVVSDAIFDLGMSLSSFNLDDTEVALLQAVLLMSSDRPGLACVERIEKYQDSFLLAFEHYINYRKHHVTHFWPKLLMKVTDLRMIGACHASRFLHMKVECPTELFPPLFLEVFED
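Read-out is fluorescence polarization (555 nm excitation, 632 nm emission) of a Texas Red SRC2 coactivator peptide; loss of signal reflects blocked binding to human TRb ligand-binding domain in the presence of 1 uM T3.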
TR SRC2 fluor cs: Total Fluorescence Counterscreen for Inhibitors of the Interaction of Thyroid Hormone Receptor and Steroid Receptor Coregulator 2. TRb/SRC2 Texas Red total fluorescence interference. Potency, µM (series often up to 106 µM), for the others: top-dose fluorescence change, negative = quenching. hit rate 0.29% among 280,000; active = well fitted curve in either direction with a large enough effect; inconclusive = small, poorly fitted or top-dose-only effect
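Flags fluorescent or light-absorbing compounds by total fluorescence, S + 2P, at 555 nm excitation and 632 nm emission. Mixture: 20 nM Texas Red SRC2 peptide, 0.6 uM human TRb LBD, 1 uM T3, 5% DMSO; compound exposure 5 h at ambient temperature.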
Tau fluor counter: Counterscreen qHTS for Inhibitors of Tau Fibril Formation, Fluorescence Polarization; Potency, µM (doses to about 57.7 µM), for inactives: at the top dose activity change, negative = decrease; AID 1463, 2008; tau K18 P301L Alexa594 fluorescence, heparin fibrillization; hit rate 0.93% among 280,000; note: nearly all actives have a fitted effect of over 55% in size
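Human tau K18 P301L (15 uM unlabeled, 0.24 uM Alexa 594-labeled) in 100 mM sodium acetate pH 7 with 20 uM heparin, 6 hr at 37 C. ThT 30 uM added, 1 hr ambient; Alexa 594 FP and total fluorescence read at 555/632 nm.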
L3MBTL1 block: qHTS Assay for the Inhibitors of L3MBTL1 | Lethal(3)malignant brain tumor-like protein 1 (Homo sapiens), Q9Y468 | AlphaScreen L3MBTL1–H3K9me1 peptide binding | Potency, µM (doses to about 57.1 µM), without a hit: at the highest dose activity, negative = inhibition, usual class: inhibitors | hit rate 0.66% among 230,000 | AID 485360, 2010; note: nearly all actives have a fitted effect of over 60% in size
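AlphaScreen proximity signal between nickel-chelate acceptor and streptavidin donor beads (final 10 ug/mL) reports binding of 50 nM L3MBTL1 to 75 nM biotin-H3 K9me1 peptide; complex incubated with compounds 30 min at room temperature; cefsulodin titration as control.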
Tau fibril FP: qHTS for Inhibitors of Tau Fibril Formation, Fluorescence Polarization | Microtubule-associated protein tau (Homo sapiens), P10636 | hit rate 0.39% among 280,000 | Potency, µM (titrated, usually from 57.7 µM), for the others: top-dose activity, negative = inhibition, hits mostly inhibitors | K18 P301L tau heparin fibrillization, Alexa594 FP, 6 h | AID 1468, 2008; note: nearly all actives have a fitted effect of over 55% in size
Target sequence (P10636 561-689 P618L limits assumed): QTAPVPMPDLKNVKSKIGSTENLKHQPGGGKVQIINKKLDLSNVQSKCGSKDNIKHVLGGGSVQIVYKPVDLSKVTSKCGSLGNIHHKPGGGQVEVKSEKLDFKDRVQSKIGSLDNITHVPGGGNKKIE
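FP of Alexa 594-tau after heparin (20 uM) induction. Substrate: human K18 P301L, 15 uM unlabeled, 0.24 uM labeled. Buffer 100 mM sodium acetate pH 7. 6 hr, 37 C.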
aGal spleen mod: qHTS Assay for Inhibitors and Activators of Human alpha-Galactosidase From Spleen Homogenate; human spleen homogenate, 4MU-alpha-Gal fluorescence, 40 min; Potency, µM (series often up to 80 µM), without a hit: at the highest dose activity change, negative = inhibition, hits mostly inhibitors; hit rate 0.008% among 240,000; Alpha-galactosidase A (Homo sapiens), P06280;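 note: 0% = enzyme with vehicle and -100% = no enzyme basal signal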
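Inhibition or activation of alpha-galactosidase in human spleen homogenate is scored by 4-MU fluorescence after 40 min at 37C, pH 5.0, with 1 mM substrate. AC50s come from concentration-response fitted to the Hill equation.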
Tau fibril ThT: qHTS for Inhibitors of Tau Fibril Formation, Thioflavin T Binding | Microtubule-associated protein tau (Homo sapiens), P10636 | recombinant tau K18 P301L (four-repeat tau fragment), heparin-induced fibrillization, ThT fluorescence | Potency, µM (highest dose often 57.4 µM), for the others: at the highest dose activity, negative = inhibition, usual class: inhibitors | hit rate 2.1% among 270,000 | AID 1460, 2008; note: nearly all actives have a fitted effect of over 55% in size
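Heparin-induced fibrillization of the P301L-mutant K18 repeat-domain fragment of human tau was followed by ThT binding in quantitative high-throughput format.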
* hit, by the source's call; ? = inconclusive; . = not tested or not shown; [ ] = another dose, or the depositor's remark. Unless noted, calls come from the whole dose curve; as a rule, active = well fitted curve in the direction sought with a large enough effect; inconclusive = small, poorly fitted or top-dose-only effect, or another doubt; inactive = no such curve, though single readings can be large; an effect the other way counts as inactive or inconclusive. Unless noted, % is set by controls: 0 for no effect and ±100 for the full control effect; potency is the fitted concentration of half-maximal effect.

Sequence of screens: ALDH1A1 inh	TRb-SRC2 inh	TR SRC2 fluor cs	Tau fluor counter	L3MBTL1 block	Tau fibril FP	aGal spleen mod	Tau fibril ThT
1) CC(c1ccccc1)N1CCC(CNC(=S)Nc2cccc(Cl)c2)C1 (stereo unspecified)
  -11.2%	4.0%	-7.1%	?	.	?	-5.0%	-1.5%
2) CSc1nc(SC)c2c3c(oc2n1)COC(C)(C)C3
  ?	0.3%	-0.6%	-10.2%	-4.9%	-5.5%	-10.0%	-8.6%
3) c1cnc(Sc2ccc3nnnn3n2)nc1
  6.7%	-5.4%	-0.9%	-2.8%	.	-5.1%	2.0%	-7.2%
4) CCOc1ccc(CC(=O)NNC(=O)/C=C/C(=O)O)cc1
  ?	-4.3%	-6.1%	-13.4%	-0.5%	-4.0%	-4.6%	?
5) Cc1ccc(NC(=O)c2cc3ccccc3oc2=O)cc1S(=O)(=O)N(C)C
  -5.0%	-4.9%	-4.8%	-5.5%	.	0.8%	1.0%	-3.4%
6) CCC(C)(C)NC(=O)C(c1ccc(F)cc1)N(Cc1cccc(OC)c1)C(=O)c1cnccn1 (stereo unspecified)
  3.8%	-0.1%[53 µM]	-3.3%[53 µM]	-7.6%	0.5%	-4.5%	0.8%	-4.7%
7) COc1ccc(/C=N/Nc2cc(C)nc(N)n2)cc1
  -2.4%	-2.9%	-0.1%	5.6%	-11.6%	0.3%	-2.5%	6.7%
8) Cc1ncc(CO)c(/C=N/NC(=S)Nc2ccc(F)cc2)c1O
  ?	-5.0%[53 µM]	-0.5%[53 µM]	-17.1%	14.1µM*	3.8%	-3.6%	?
9) CC(=O)c1cccc(NC(=O)CC(c2ccc(C)cc2)N2Cc3ccccc3C2=O)c1 (stereo unspecified)
  .	1.8%	-1.0%	-28.4%	.	3.8%	.	1.5%
10) COCCNc1sc(S(=O)(=O)c2ccc(C)cc2)nc1S(=O)(=O)c1ccc(C)cc1
  .	4.3%	-0.7%	-20.6%	.	-3.3%	.	2.1%
11) Cc1ccc(CN(C(=O)COc2ccc(Cl)c(C)c2)C2CCS(=O)(=O)C2)o1 (stereo unspecified)
  .	-6.2%	?	-10.9%	.	-3.9%	.	-1.3%
12) Cc1ccc(C(=O)NC(NC(=O)c2ccc(C)cc2)c2cccc([N+](=O)[O-])c2)cc1
  -3.1%	0.5%	-1.0%	-24.8%	2.1%	6.6%	3.0%	5.8%
13) O=C1CN(C(=O)COc2cccc(F)c2)c2ccccc2N1
  0.0%	1.1%	-19.5%	-0.4%	-1.2%	1.0%	-7.1%	-0.7%
14) CC(CCC(=O)O)C1CC[C@@]2(C)C3C(=O)CC4C(C)(C)C(O)CC[C@]4(C)C3C(=O)C[C@]12C (stereo partly specified)
  ?	4.8%	-0.9%	-16.7%	-2.7%	-7.6%	7.5%	-13.5%
15) CC(C)(C)OC(=O)N1CCC[C@H]1c1nnc(SCc2ccccc2)o1
  .	-7.4%	-4.4%	-1.8%	-3.9%	11.1%	7.9%	-3.6%
16) O=S(=O)(Nc1cccc(-c2nc3cccnc3s2)c1)c1cccs1
  .	4.6%	-2.1%	-18.7%	-2.4%	?	3.3%	4.7%
17) COC(F)(C(=O)Nc1ccc2c(c1)C(=O)NC2=O)C(F)(F)F (stereo unspecified)
  5.1%	-15.4%	-0.9%	4.0%	8.3%[11.4 µM]	-2.8%	-6.2%	6.1%
18) CCc1ccc(-n2nc(CO)c(C(=O)NCc3cccs3)n2)cc1
  .	-9.4%	2.0%	6.3%	.	6.7%	.	1.6%
19) CCCc1cc2c(=O)n(NC(=O)c3nn(C)cc3[N+](=O)[O-])c(C)nc2s1
  7.8%	0.4%	0.1%	5.7%	1.5%	7.5%	4.6%	-0.2%
20) C=CCn1c(SCC(=O)N2CCN(c3ccc(F)cc3)CC2)nnc1-c1cccs1
  ?	-4.6%	-2.3%	-16.6%	.	1.6%	-3.3%	?
21) O=S(=O)(NCCc1ccc(F)cc1)c1cccc2cccnc12
  -5.7%	-5.5%	-1.4%	-7.1%	-12.7%	3.0%	-16.9%	4.1%
22) CCCCc1cc2c(cn1)=C(OC(=O)CCC(=O)OC)C(C)(OC(=O)CC)C(=O)C=2 (stereo unspecified)
  ?	3.5%[11.2 µM]	-3.7%[11.2 µM]	4.0%[11.6 µM]	.	3.8%[11.6 µM]	-8.9%[17.5 µM]	-1.6%[11.5 µM]
23) Cc1ccc(NC(=O)CSc2nn(-c3ccccc3)c(=S)s2)cc1S(=O)(=O)N(C)C
  ?	8.4%	0.8%	?	-7.5%	?	4.7%	6.1%
24) Oc1c(Cl)cc(Cl)c(Cl)c1Cl
  11.5%	2.8%[201 µM]	0.0%[201 µM]	.	.	.	3.5%	.
25) COc1ccc(-c2nc(NC(=O)C3=NN(c4cccc(C)c4)C(=O)CC3)sc2C)cc1
  -1.0%	0.0%	-0.7%	-19.9%	.	7.2%	3.1%	-15.4%
26) CCC(NC(=O)/C(=C\c1ccc2c(c1)OCO2)NC(C)=O)C(=O)O (stereo unspecified)
  6.6%	-2.7%	0.3%	6.7%	-0.4%	-4.1%	?	5.2%
27) O=C1CC(N2CCN(c3ncccn3)CC2)C(=O)N1CCc1ccccc1 (stereo unspecified)
  -6.1%	9.3%	-1.4%	2.4%	-9.4%	-8.7%	8.2%	0.5%
28) CCC(=O)NCCc1nc2ccccc2n1CC(=O)c1ccccc1
  12.3%	0.2%	-2.0%	-9.4%	-3.2%	-0.6%	-6.7%	-6.2%
29) Cc1oc2ncn(C)c(=O)c2c1C(=O)NCCCN(Cc1ccccc1)C(C)C
  .	3.7%	-1.0%	3.3%	.	1.4%	.	5.8%
30) CC(=O)c1ccc(NC(=O)c2sc(-n3nc(C)c(Cc4ccccc4)c3C)nc2C)cc1
  .	-6.3%	-1.1%	-18.0%	.	2.6%	.	-2.6%
31) CCOc1ncccc1C(=O)OCC(=O)Nc1cccc(C(C)=O)c1
  ?	-26.9%	0.8%	-4.0%	.	-4.5%	2.0%	4.6%
32) CC1Cc2ccccc2N1C(=O)COC(=O)Cn1nnc(-c2ccccc2)n1 (stereo unspecified)
  0.708µM*	12.2%	-1.3%	-7.5%	-6.2%[11.4 µM]	2.6%	-6.1%	-9.8%
33) CCC(C(=O)NCc1cccc(Br)c1)n1nc(C)c2c(C)n(-c3ccccc3)nc2c1=O (stereo unspecified)
  .	-4.4%	0.1%	-7.4%	.	5.2%	.	-16.0%
34) CC(C)(C)C(=O)N1CCC[C@H]1C(O)(c1ccccc1)c1ccccc1
  -5.5%	-4.9%	-8.2%	-17.7%	22.5%	9.2%	-9.4%	-15.5%
35) Cn1c(=O)c(Nc2ccc(O)cc2)c2c3c(cccc31)C(=O)c1ccccc1-2
  -1.6%	-3.6%	-4.8%	14.1µM*[quencher]	25.1µM*	?	-2.1%	7.94µM*
36) COc1ccc2c(c1OC)C(=O)OC2CC(=O)c1ccc(O)cc1 (stereo unspecified)
  28.2µM*	4.3%	-3.3%	-12.5%	-1.3%	1.4%	-22.0%	-6.4%
37) Cc1ccccc1NC(=O)c1cc(C(=O)c2cc(Cl)ccc2O)cn(-c2ccccc2C)c1=O
  -2.6%	-4.7%[53 µM]	-1.5%[53 µM]	-19.6%	-2.3%	-4.2%	0.1%	-3.7%
38) COc1ccc(-n2c(/C=C(\C)O)nc(=O)c3c(C)cc(C)nc32)cc1
  ?	-19.4%	3.4%	2.5%	-1.1%	7.3%	5.8%	3.4%
39) O=C(c1ccc(Cn2c(=O)[nH]c3ccsc3c2=O)cc1)N1CCN(c2ccccc2)CC1
  -0.1%	11.1%	-1.1%	-28.0%	-28.3%	4.2%	-6.5%	-17.6%
40) CC(C)(C)c1cc(/C=N/NC(=O)Cc2nc3ccccc3[nH]2)cc(C(C)(C)C)c1O
  -3.1%	-10.4%	-4.0%	-25.8%	.	-6.2%	9.0%	?

Profiles as entered above. Values in the order: ALDH1A1 inh	TRb-SRC2 inh	TR SRC2 fluor cs	Tau fluor counter	L3MBTL1 block	Tau fibril FP	aGal spleen mod	Tau fibril ThT
`Cc1ccccc1NC(=O)c1cc(C(=O)c2cc(Cl)ccc2O)cn(-c2ccccc2C)c1=O` is listed with -2.6%	-4.7%[53 µM]	-1.5%[53 µM]	-19.6%	-2.3%	-4.2%	0.1%	-3.7%
`O=C(c1ccc(Cn2c(=O)[nH]c3ccsc3c2=O)cc1)N1CCN(c2ccccc2)CC1` is listed with -0.1%	11.1%	-1.1%	-28.0%	-28.3%	4.2%	-6.5%	-17.6%

Carrying on.
Sequence of screens: ALDH1A1 inh	TRb-SRC2 inh	TR SRC2 fluor cs	Tau fluor counter	L3MBTL1 block	Tau fibril FP	aGal spleen mod	Tau fibril ThT
41) CCN(CC)c1ccc(C(=O)N2CCc3c([nH]c4ccccc34)C2c2ccc(F)cc2)cc1 (stereo unspecified)
  .	-1.9%	-1.8%	-6.1%	.	4.5%	.	-4.0%
42) CCOC(=O)c1c(C)sc(-c2c(-c3ccc4c(c3)OCCO4)[nH]c3c2c(=O)[nH]c(=O)n3C)c1O
  .	7.9%	8.6%	?	.	13.4%	.	?
43) O=C(CSc1nc2ccccc2c(=O)n1-c1ccccc1)N/N=C/C=C/c1ccccc1[N+](=O)[O-]
  2.82µM*	1.9%	-2.1%	-27.9%	.	-9.6%	1.9%	-11.8%
44) CCCCS(=O)(=O)N1C2=NC(C(=O)OC)=C(C(=O)OC)[C@@H]3N(Cc4ccccc4)c4ccccc4[C@]23C[C@H]1C(=O)OC
  1.4%[13.5 µM]	2.4%[11.2 µM]	-2.7%[11.2 µM]	-17.9%[11.6 µM]	.	-2.2%[11.6 µM]	11.8%[17.5 µM]	-11.5%[11.5 µM]
45) O=C(c1ccccc1)c1ccc(OCCn2cnc3ccccc3c2=O)cc1
  ?	-13.3%	-1.1%	-10.9%	-1.6%	-7.5%	9.2%	2.2%

High-throughput results as filed in PubChem.

An unsorted share of the library; about 8.5% have a hit in one of these screens.
